ARFGAP1 inhibitor = inhibitors of rat ARFGAP1. hit rate 0.26% among 360,000. AID 651572. inhibition, % at 16.5 µM. Arfgap1-stimulated ARF1 GTP hydrolysis, GDP FP detection;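 active means inhibition above a per-plate limit, mean inhibition of low control wells plus 3 SD, cut at about 25% in these data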;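 further: 0% = DMSO wells with enzyme and 100% = wells lacking Arfgap1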
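Replicates: Single well per compound | Assay system: Truncated rat Arfgap1 GAP domain | Control set: No-Arfgap1 wells (100%) versus DMSO full-reaction wells (0%) | Times: Enzyme reaction 120 min at 25 °C after 20 min preincubation | Reagent: Human ARF1(Δ1-17)-GTP substrate | Measured by: Tracer-displacement fluorescence polarization with EDTA stop, 620/688 nm | Measure: Percent inhibition of Arfgap1-stimulated GTP hydrolysis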
Tn6 DDE FP = inhibitors of Tn6 peptide binding to human fibrin DD(E) | Fibrin DD(E) TRITC-Tn6 fluorescence polarization displacement | AID 720509 | inhibition, % at 8.3 µM | hit rate 0.21% among 370,000;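 active means inhibition above a per-campaign cutoff: mean of compounds within control limits plus 3 SD, cut at about 15% in these data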;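 further: 0% = median of all compound wells on the plate and 100% = blocking peptide control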
ASAP1 GAP inh = inhibitors of human ASAP1 ArfGAP activity; ASAP1-stimulated ARF1 GTP hydrolysis, GDP FP detection; inhibition, % at 16.5 µM; hit rate 0.19% among 360,000; AID 624377; in the data active means inhibition above about 25%;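 further: 0% = vehicle with enzyme and substrate and 100% = no enzyme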
proKLK7 act = activates the human kallikrein-7 zymogen; P49862; hit rate 0.9% among 370,000; AID 652039; activation, % at 7 µM; purified proKLK7, EDANS-DABCYL substrate fluorescence; 100% is mature enzyme control, 0% vehicle;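 active means activation above the mean of all tested compounds plus 3 SD, computed per campaign excluding outliers beyond control limits, cut at about 13% in these data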
Target sequence (P49862 whole entry, looked up): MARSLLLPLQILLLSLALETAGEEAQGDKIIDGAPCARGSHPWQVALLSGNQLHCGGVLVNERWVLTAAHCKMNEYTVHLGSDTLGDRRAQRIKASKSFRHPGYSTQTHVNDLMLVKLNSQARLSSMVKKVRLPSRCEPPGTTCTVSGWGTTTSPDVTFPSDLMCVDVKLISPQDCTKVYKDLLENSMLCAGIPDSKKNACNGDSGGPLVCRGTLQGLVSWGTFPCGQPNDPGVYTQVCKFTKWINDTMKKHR
PLC-beta3 inh = blocks human PLC-beta3 enzyme activity | Purified PLC-beta3, fluorogenic substrate, fluorescence | inhibition, % at 12.2 µM | hit rate 0.18% among 370,000 | AID 720704; in the data active means inhibition above about 11%;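 further: 0% = median of compound wells on plate and 100% = full blocker control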
PLC-gamma1 inh = PLC-gamma1 (human) inhibition, primary screen. P19174. purified PLC-gamma1, fluorogenic substrate, fluorescence. inhibition, % at 12.2 µM. hit rate 0.84% among 370,000. AID 720700; in the data active means inhibition above about 9.5%
ADAM17 inh = inhibits human ADAM17. recombinant ADAM17, EDANS/DABCYL FRET peptide cleavage. inhibition, % at 6.95 µM. hit rate 0.83% among 370,000. AID 720648;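 active means inhibition above the mean of compounds lying between control limits plus 3 SD, set per campaign, cut at about 8.5% in these data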;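 further: 0% = DMSO-only wells as the low control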
Target sequence (P78536 215-824 limits assumed): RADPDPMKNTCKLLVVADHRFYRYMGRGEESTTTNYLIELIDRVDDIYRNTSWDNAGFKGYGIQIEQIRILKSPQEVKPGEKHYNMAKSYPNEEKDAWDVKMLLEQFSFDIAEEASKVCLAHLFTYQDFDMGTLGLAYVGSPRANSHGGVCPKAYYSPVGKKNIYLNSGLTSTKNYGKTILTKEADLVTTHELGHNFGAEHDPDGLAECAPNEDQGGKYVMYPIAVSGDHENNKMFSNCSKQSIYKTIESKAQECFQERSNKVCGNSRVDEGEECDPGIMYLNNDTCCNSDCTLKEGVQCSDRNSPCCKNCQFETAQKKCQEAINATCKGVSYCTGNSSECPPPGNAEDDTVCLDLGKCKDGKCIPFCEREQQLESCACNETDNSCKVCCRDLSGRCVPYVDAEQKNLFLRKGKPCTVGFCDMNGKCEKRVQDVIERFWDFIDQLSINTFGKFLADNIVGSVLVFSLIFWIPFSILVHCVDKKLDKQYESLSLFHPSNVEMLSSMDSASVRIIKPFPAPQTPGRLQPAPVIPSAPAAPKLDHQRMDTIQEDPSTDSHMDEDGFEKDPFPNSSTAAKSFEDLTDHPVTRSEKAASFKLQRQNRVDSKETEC
UHRF1 binding = human UHRF1 methylated DNA binding inhibitors. UHRF1 binding to methylated oligo, TR-FRET. hit rate 0.75% among 370,000. Q96T88. inhibition, % at 4.4 µM; in the data active means inhibition above about 21%;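 further: UHRF1 SRA domain binding a hemimethylated CpG hairpin DNA probe; 0% = median of test compound wells and 100% = reference inhibitor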
Tn7 DDE FP = inhibitors of Tn7 peptide binding to human fibrin DD(E) | P02675 | FP displacement of FITC-Tn7 peptide from fibrin DD(E); 0% = median of compound wells per plate | inhibition, % at 8.3 µM | hit rate 0.13% among 370,000;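 active means inhibition above the mean of compounds falling within the control limits plus 3 SD of them, cut at about 14% in these data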;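 further: 0% = plate median of compound wells and 100% = 10 µM Aha-Tn7 peptide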
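Assay system: human fibrin DD(E). Input: DD(E) 2 µM final. Medium: Tris buffer with calcium and detergent, pH 7.8. Compound dosing: single point at 8.3 µM. Timing: 10 min plus 3 h, room temperature. Technique: fluorescence polarization of the labelled Tn7 tracer. Read-out: percent inhibition. Replicates: singlicate testing.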
MBD2 inh = MBD2-methylated oligo binding inhibition. Q9UBB5. TR-FRET, MBD2 binding to methylated oligonucleotide. inhibition, % at 4.4 µM. hit rate 0.31% among 370,000. AID 686964; in the data active means inhibition above about 13%
* hit, by the source's call; i = inactive; & = joins results of further samples.

Second line of a record – ARFGAP1 inhibitor	Tn6 DDE FP	ASAP1 GAP inh	proKLK7 act	PLC-beta3 inh	PLC-gamma1 inh	ADAM17 inh	UHRF1 binding	Tn7 DDE FP	MBD2 inh
- Cc1ccc2oc(-c3cccc(NC(=S)NC(=O)/C=C/c4ccco4)c3)nc2c1
→ 7	-2	-1	1.3	-28	-21	-8	-2	1	5
- COc1cccc(C2N(c3cccc(Cl)c3)C(=O)C3CCCN32)c1OC (stereo not given)
→ 2	0	2	-0.4	-2	1	-3	1	0	1
- COc1cccc(N2CC(C(=O)Nc3nnc(SCC(=O)NCC4CCCO4)s3)CC2=O)c1 (stereo not given)
→ -8	5	-1	0.2	-8	-5	-5	-2	8	-3
- COc1ccc(CC(C)N2CCN(c3cccc(C(F)(F)F)c3)CC2)cc1OC (stereo not given)
→ 9	-1	2	0.3	3	2	1	1	6	0
- OC[C@@H]1CN(C2CCCC2)C[C@H](n2cnc3c(NC4CCC4)ncnc32)O1
→ 6	-3	-5	-0.4	-2	0	-4	2	1	4
- CN(Cc1cccs1)C(=O)c1ccc(S(=O)(=O)N2CCCCC2)cc1
→ 6	5	-13	0.5	-6	3	-1	0	-2	8
- CC1=C(C(N)=O)C(c2cccc(OCc3ccccc3)c2)n2nnnc2N1 (stereo not given)
→ -4	1	10	0.1	2	-4	-6	-1	4	-1
- CSc1ccc(/C=C(/NC(=O)c2ccccc2)C(=O)NCCCn2ccnc2)cc1
→ -2	3	-3	0.0	-8	-1	-2	-1	2	-1
- COC(=O)c1cn(CC(=O)Nc2ccc(OC)cc2)c2ccccc12
→ -17	-4	5	0.1	-7	1	-2	-1	-3	-2
- Nc1nnc(N2CCCCCC2)s1
→ 13	-5	-3	0.9	-1	1	-2	-3	-6	0
- Cc1ccc(S(=O)(=O)N2c3ccccc3CC2C)cc1 (stereo not given)
→ 2	-1	3	-0.6	3	0	-2	1	-1	-1
- CCC(C)C(=O)Nc1nc(C)c(-c2csc(Nc3ccc(Cl)cc3)n2)s1 (stereo not given)
→ -1	2	-1	-0.2	-17	-13	1	-8	5	-8
- CCOc1c2ccc(C(=O)NCCc3cccs3)cc2nn1CC
→ 5	0	-5	12	i	-367	-228	0	5	-1
- COc1cc(C2NC(=O)NC(C)=C2C(=O)OC(C)C)ccc1OC(=O)c1ccco1 (stereo not given)
→ -2	7	13	-0.7	4	2	0	-3	-3	-4
- COc1cc(-c2ccc(NC(C)=O)c(OC)c2)ccc1NC(C)=O
→ -15	11	-6	-0.1	-6	0	-6	-3	1	1
- Cc1cc(Cl)cc2sc(=S)[nH]c12
→ -17	-1	-10	0.2	-4	-3	1	-1	4	-2
- COc1ccccc1S(=O)(=O)N[C@@H]1CC[C@@H](CCn2cc(C3CC3)nn2)O[C@@H]1CO
→ 3	1	-2	0.5	-2	1	-5	4	2	2
- O=C(Nc1ccccc1)OCCCCOC(=O)Nc1ccccc1
→ 2	-3	-2	-0.5	-1	1	-4	2	-3	4
- Cc1cccc2cc(C(c3nnnn3Cc3ccc4c(c3)OCO4)N3CCCC3)c(=O)[nH]c12 (stereo not given)
→ -4	-7	9	1.2	-43	-37	-2	-3	1	-6
- O=C(c1ccc2c(c1)OCO2)N1CCNc2ccccc2C1
→ 3	-2	-8	0.4	13*	9.9*	2	5	-6	-3
- CC(C)c1ccc(N2C(=O)C3C4C=CC(CC4)C3C2=O)cc1 (stereo not given)
→ 4	-1	9	-0.5	2	-3	0	4	2	1
- COc1ccc(S(=O)(=O)N(NC2=NS(=O)(=O)c3ccccc32)C(=O)C(C)C)cc1
→ -9	1	12	0.2	1	2	3	-1	4	-1
- Cc1ccsc1/C=N/Nc1ccc(Cl)nn1
→ -6	-1	1	0.6	-10	-3	0	-2	-2	-8
- Nc1ccn(Cc2cccc(F)c2)n1
→ -6	-4	-14	0.0	3	1	-2	-4	1	-6
- CCOc1ccc(NC(=S)c2ccncc2)cc1
→ -4	-3	-9	1.7	-6	-4	-12	5	7	2
- CC(C)C(NS(=O)(=O)c1ccc2c(c1)oc(=O)n2C)C(=O)N1CCN(Cc2ccccc2)CC1 (stereo not given)
→ -22	4	-4	0.4	-1	-1	1	3	-6	-2
- CCN(CC(=O)NCc1ccc(Cl)cc1)C(=O)c1cc(S(=O)(=O)NCc2ccccc2)ccc1C
→ -4	0	6	-0.3	-4	1	-3	-3	-5	3
- O=[N+]([O-])c1ccc2oc(-c3ccccc3)nc2c1
→ -1	0	6	-0.3	-2	0	-1	-4	1	2
- Nc1[nH]c(C(=O)c2ccccc2)c(-c2cccc3ccccc23)c1C(=O)NCc1ccc(Cl)cc1Cl
→ -6	1	9	0.2	-4	-5	-5	-2	5	-6
- CN1C(=O)C(=O)/C(=C(/O)c2ccc(Br)cc2)C1c1ccc(F)cc1 (stereo not given)
→ -12	5	5	-0.4	-7	-4	1	-9	-4	-4
- Cc1c(CCC(=O)O)c(=O)oc2c(C)c(OCc3ccccc3Cl)ccc12
→ -16	-5	2	-1.6	-13	-7	-16	5	2	8
- O=C1CCC(C(=O)OCc2cc(Cl)ccc2OC(F)F)N1 (stereo not given)
→ 5	-8	4	-0.9	4	1	-2	2	1	-1
- COc1ccc(NC(=O)c2cccc(Oc3ccccc3)c2)cn1
→ 2	-1	2	-0.5	-1	5	7	5	0	4
- CC(C)CC(=O)C(=O)O
→ -7&6	1&3	-5&-5	0.2&0.0	3&2	2&0	-3&-4	-2&0	-3&3	6&3
- CC(OC(=O)c1ccc([N+](=O)[O-])o1)C(=O)NC1CCCCC1C (stereo not given)
→ 2	6	4	-0.3	-12	-6	2	-2	-7	-2
- O=[n+]1c2c(n([O-])c3c1CCCC3)CCCC2
→ -4	-2	0	-0.1	2	2	-2	-3	5	-2
- COc1cc(-c2[nH]ncc2CN2CCN(c3cccc(C)n3)CC2)cc(OC)c1OC
→ 11	0	11	0.0	-6	2	-2	-1	-1	0
- CC(C)(C)NC(=O)Cn1c(=O)oc2cc(S(=O)(=O)N3CCc4ccccc43)ccc21
→ -8	2	-3	-0.4	0	1	0	1	7	0
- COc1cc(/C=N/n2cnnc2)ccc1OCc1ccc(C)cc1
→ 18	-12	7	-0.4	-8	0	-16	-1	-7	0
- Cc1cc(/C=C2/NC(=O)NC2=O)c(C)n1-c1ccc(N2CCOCC2)cc1
→ 1	7	11	0.1	-9	-4	0	0	5	-1
- O=C(c1cccc(Br)c1)c1coc2ccc(O)cc12
→ 19	5	-12	0.7	-7	2	6	1	-5	1
- COc1ccccc1NC(=O)c1ccc(NC(=O)c2ccco2)cc1
→ 7	-12	3	0.0	-7	1	-4	0	-7	-3
- O=C(CCNS(=O)(=O)c1ccccc1C(F)(F)F)NCC(c1ccco1)N1CCCCC1 (stereo not given)
→ -5	-8	-1	0.1	-6	-27	-4	-3	8	3
- Cc1cc(C)nc(Sc2ccc3nnnn3n2)n1
→ -6	0	4	0.4	-1	-5	4	5	-7	3
- CCCCSc1nc2sc3c(c2c(=O)n1-c1ccc(C)cc1)CCN(C)C3
→ -5	-4	-3	-1.6	-27	-16	-17	2	-7	0
- COc1ccccc1-c1cnc(C(O)c2cc(C)c(OC)c(C)c2)[nH]1 (stereo not given)
→ 11	-9	5	0.0	-2	-1	2	1	0	-3
- N#Cc1ccccc1S(=O)(=O)N1CCN(CC(=O)NCC2(N3CCOCC3)CCCCC2)CC1
→ 0	-2	2	0.0	-7	1	-2	-1	5	-2

In the list so far, eight contain a Cl atom.
Second line of a record – ARFGAP1 inhibitor	Tn6 DDE FP	ASAP1 GAP inh	proKLK7 act	PLC-beta3 inh	PLC-gamma1 inh	ADAM17 inh	UHRF1 binding	Tn7 DDE FP	MBD2 inh
- COc1cccc(C2N(c3cccc(Cl)c3)C(=O)C3CCCN32)c1OC (stereo not given)
→ 2	0	2	-0.4	-2	1	-3	1	0	1
- CCC(C)C(=O)Nc1nc(C)c(-c2csc(Nc3ccc(Cl)cc3)n2)s1 (stereo not given)
→ -1	2	-1	-0.2	-17	-13	1	-8	5	-8
- Cc1cc(Cl)cc2sc(=S)[nH]c12
→ -17	-1	-10	0.2	-4	-3	1	-1	4	-2
- Cc1ccsc1/C=N/Nc1ccc(Cl)nn1
→ -6	-1	1	0.6	-10	-3	0	-2	-2	-8
- CCN(CC(=O)NCc1ccc(Cl)cc1)C(=O)c1cc(S(=O)(=O)NCc2ccccc2)ccc1C
→ -4	0	6	-0.3	-4	1	-3	-3	-5	3
- Nc1[nH]c(C(=O)c2ccccc2)c(-c2cccc3ccccc23)c1C(=O)NCc1ccc(Cl)cc1Cl
→ -6	1	9	0.2	-4	-5	-5	-2	5	-6
- Cc1c(CCC(=O)O)c(=O)oc2c(C)c(OCc3ccccc3Cl)ccc12
→ -16	-5	2	-1.6	-13	-7	-16	5	2	8
- O=C1CCC(C(=O)OCc2cc(Cl)ccc2OC(F)F)N1 (stereo not given)
→ 5	-8	4	-0.9	4	1	-2	2	1	-1

Screens from PubChem.
